D2 antag: D2 dopamine receptor (human) antagonism | 340,000 tested, 2% active | P14416 | HEK293 TREx D2 cells, calcium flux, dopamine EC80 | inhibition, % at 10 µM; in the data active = inhibition above about 30%; also: 0% is about no effect
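Antagonism is scored as inhibition of an EC80 dopamine-evoked calcium signal in a force-coupled, tetracycline-inducible HEK293 T-REx D2 line, with compound present 180 s before agonist.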
TRHR enhancer: allosteric enhancers of human TRH receptor; AID 493056; enhancement, % at 2 µM; 360,000 tested, 0.66% active; TRHR cells, fluo-8 calcium fluorescence, EC20 TRH enhancement; in the data active = enhancement above about 30%; also: 0% is about no effect
Target sequence (P34981 whole entry, looked up): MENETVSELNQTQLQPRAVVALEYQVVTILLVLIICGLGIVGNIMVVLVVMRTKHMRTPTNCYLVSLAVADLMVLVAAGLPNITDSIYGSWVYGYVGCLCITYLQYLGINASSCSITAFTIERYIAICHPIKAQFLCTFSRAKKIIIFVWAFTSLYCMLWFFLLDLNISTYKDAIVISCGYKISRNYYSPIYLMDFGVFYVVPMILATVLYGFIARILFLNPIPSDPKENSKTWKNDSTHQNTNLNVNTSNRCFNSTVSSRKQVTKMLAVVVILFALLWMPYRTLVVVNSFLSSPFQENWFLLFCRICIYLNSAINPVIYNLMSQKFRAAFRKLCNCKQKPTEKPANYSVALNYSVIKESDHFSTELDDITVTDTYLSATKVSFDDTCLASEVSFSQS
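TRHR-expressing cells loaded with fluo-8 calcium dye were read kinetically (ex 480/em 530) during compound addition, then stimulated with an EC20 of TRH (10 nM final). Enhancement of the Gq-mediated intracellular calcium response was scored.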
TrxR1 substrate: substrates of rat thioredoxin reductase 1 | purified TrxR1 substrate turnover, NADPH consumption readout | Potency, µM (doses to about 114 µM), inactives show at the top dose activity change, negative = substrate turnover | 390,000 tested, 0.01% active | AID 588456; also: potency is read from the fitted curve at half-maximal effect; % is scaled to controls: 0 for no effect and ±100 for the full control effect; nearly all actives have a fitted effect of over 50% in size
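Rat TrxR1, dispensed at 90 nM, was prereduced with 400 uM NADPH (final) for 5 min at ~22 deg C, then incubated with compound 15 min before 400 uM selenite. A first-read NADPH fluorescence drop versus no-compound background flagged substrates.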
USP1-UAF1 inh: inhibitors of human USP1/UAF1 deubiquitinase. O94782. Potency, µM (doses to about 57.1 µM), without a hit: at the highest dose activity change, negative = inhibition, actives largely listed as inhibitors. 390,000 tested, 0.23% active. recombinant USP1/UAF1, Ub-Rhodamine cleavage fluorescence; also: potency is read from the fitted curve at half-maximal effect; % is scaled to controls: 0 for no effect and ±100 for the full control effect; nearly all actives have a fitted effect of over 60% in size; inactives centre near -12
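High-throughput fluorogenic screen: 1nM USP1/UAF1 complex, Ub-Rho substrate 150nM final, 50mM HEPES pH 7.8 with 0.5mM EDTA, 0.1 mg/ml BSA, 1mM TCEP and 0.01% Tween-20.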
Pin1 inhibitor: human Pin1 inhibition; Pin1 FP peptide displacement, HiFluor488, 10 min; Potency, µM (doses to about 115 µM), for inactives: at the top dose activity, negative = inhibition, most hits filed as inhibitors; 390,000 tested, 0.009% active; AID 504891; active = well fitted inhibition curve with a large enough effect in the polarisation, with a control signal flat, not every such curve was filed as active; inconclusive = small, poorly fitted or top-dose-only effect, or effect the other way, or a change in a side signal; inactive = no such curve, though single readings can be large or run the other way; the % refers to the polarisation; also: potency is read from the fitted curve at half-maximal effect; % is scaled to controls: 0 for no effect and ±100 for the full control effect
Target sequence (Q13526 whole entry, looked up): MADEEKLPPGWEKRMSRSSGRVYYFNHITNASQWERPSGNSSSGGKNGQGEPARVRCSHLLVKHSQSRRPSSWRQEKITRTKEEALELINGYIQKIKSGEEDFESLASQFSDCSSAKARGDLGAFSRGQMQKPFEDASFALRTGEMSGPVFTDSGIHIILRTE
TRHR ag: TRH receptor (human) agonism; TRHR cells, calcium flux fluo-8, FDSS agonist mode; activation, % at 2 µM; 360,000 tested, 0.18% active; in the data active = activation above about 30%; also: 0% is about no effect
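In this calcium-flux screen, cells bearing human TRHR are dye-loaded with fluo-8, baselined for 10 cycles, then exposed to library compounds; positive kinetic calcium responses during the agonist phase mark hits, with TRH as control.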
TrxR1 inh: rat TrxR1 inhibition; 390,000 tested, 1% active; Potency, µM (doses to about 114 µM), inactives show top-dose activity change, negative = inhibition, hits mostly inhibitors; recombinant rTrxR1, NADPH fluorescence consumption, selenite substrate; also: potency is read from the fitted curve at half-maximal effect; % is scaled to controls: 0 for no effect and ±100 for the full control effect; nearly all actives have a fitted effect of over 65% in size
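Rat TrxR1 (90 nM in the dispensed reagent) was pre-reduced with 400 uM NADPH for 5 min at room temperature, then incubated with compound for 15 min. After 400 uM selenite was added, NADPH fluorescence (Ex 340/Em 450 nm) was followed for 8 min.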
IDH1 R132H inh: human IDH1 R132H inhibition; Potency, µM (titrated, usually from 76.6 µM), inactives show at the highest dose activity change, negative = inhibition, hits mostly inhibitors; 390,000 tested, 0.093% active; IDH1-R132H enzyme, NADPH consumption, diaphorase/resazurin fluorescence; O75874; also: potency is read from the fitted curve at half-maximal effect; % is scaled to controls: 0 for no effect and ±100 for the full control effect; nearly all actives have a fitted effect of over 65% in size
Target sequence (O75874 whole entry R132H, stated change not applied): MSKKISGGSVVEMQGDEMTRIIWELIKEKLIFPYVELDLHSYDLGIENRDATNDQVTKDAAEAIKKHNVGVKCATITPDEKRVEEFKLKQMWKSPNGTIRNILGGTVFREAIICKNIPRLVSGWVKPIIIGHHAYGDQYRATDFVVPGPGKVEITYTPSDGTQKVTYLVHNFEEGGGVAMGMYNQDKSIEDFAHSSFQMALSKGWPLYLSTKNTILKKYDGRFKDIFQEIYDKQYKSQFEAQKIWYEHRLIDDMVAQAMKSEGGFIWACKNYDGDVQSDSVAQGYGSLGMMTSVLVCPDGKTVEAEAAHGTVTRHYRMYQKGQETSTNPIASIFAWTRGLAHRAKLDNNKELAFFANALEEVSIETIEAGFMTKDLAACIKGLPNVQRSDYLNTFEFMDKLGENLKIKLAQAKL
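IDH1-R132H (0.5 ug/mL) preincubated 30 min with compound, then NADPH (0.016 mM) and alpha-KG (2 mM) added; 80 min at RT, pH 7.5. Remaining NADPH coupled via diaphorase/resazurin to fluorescence (540/590 nm); concentration-response curves normalized to no-enzyme control.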
D2 agonist: D2 dopamine receptor (human) agonism. activation, % at 2 µM. 340,000 tested, 0.53% active. HEK293 T-REx D2 cells, calcium flux agonist mode. P14416;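 active = activation over 3 SD above normal in the single-dose calcium agonist read, cut at about 30% in these data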; also: 0% is about no effect
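Calcium-flux readout, 1 cycle/sec over 180 s following compound pin transfer, in inducible HEK293 Trex D2 cells (force-coupled); dopamine controls included. Positive calcium responses during this window marked compounds as potential agonists.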
Numbers without * were called inactive; ? = inconclusive; . = not tested or not shown; & = joins results of further samples; [ ] = another dose, or the depositor's remark. Unless noted, calls follow the shape of the dose curve; as a rule, active = well fitted inhibition curve with a large enough effect; inconclusive = small, poorly fitted or top-dose-only effect; inactive = no such curve, though single readings can be large or run the other way. Some of the compounds tested, so the mix of outcomes need not match the whole.

SMILES | D2 antag | TRHR enhancer | TrxR1 substrate | USP1-UAF1 inh | Pin1 inhibitor | TRHR ag | TrxR1 inh | IDH1 R132H inh | D2 agonist
Cc1cc(C)n2nc3nc4c(cc3c2n1)CCCC4 | -23.8 | 2.9 | 246.8%[activator] | -26.1% | ? | -0.1 | 17.3% | 7.1% | 0.5
Cc1ccc2c(CC(=O)NNC(=O)c3ccccc3O)coc2c1 | -8.2 | 6.3 | 6.3%[57.1 µM] | -9.0% | -0.9% | 0.2 | 12.2%[57.1 µM] | -4.8% | -0.6
Cc1cc(=O)oc2cc(OCC(=O)Nc3ccc(CN4CCOCC4)cc3)ccc12 | -15.2 | 5.4 | 17.8% | -13.2% | -5.3% | 0.2 | 10.2% | 3.5% | 0.3
O=C(Nc1ccc(Cl)c(C(F)(F)F)c1)c1ccco1 | 10.5 | 2.6 | -8.0% | -6.3% | -1.9% | -0.7 | 0.6% | -0.8% | 0.2
CCN1CCN(C(=O)CCN2C(=O)COc3ccc(C)cc32)CC1 | -3.8 | 3.9 | 7.7% | -13.2% | -7.1% | 0.4 | 14.0% | 8.9% | -0.5
COc1ccc(S(=O)(=O)N2CCN(C)CC2)cn1 | 7.5 | -0.9 | -0.1% | -8.3% | -9.0% | -0.3 | 14.5% | 4.0% | 0.4
COc1ccc(-c2cc(C(F)(F)F)n3ncc(C(=O)N4CCCCC4c4cccnc4)c3n2)cc1 (stereo not given) | 5.0 | 7.0 | 35.7%[activator][57.1 µM] | -17.1% | -1.1% | -1.1 | 27.6%[57.1 µM] | -8.3% | 0.0
Cc1cc(C(=O)OCC(=O)N2CC(C)CC(C)C2)c(C)o1 (stereo not given) | -3.0 | -7.3 | -1.5% | -11.9% | -6.6% | -0.2 | ? | 9.2% | -1.1
Cc1ccc(-c2ccc(=O)n(CC(=O)Nc3ccc(C)cc3Cl)n2)cc1 | . | 6.7 | 0.0% | -26.6% | 59.4%[activator] | -0.1 | 9.8% | 0.0% | -0.1
O=S(=O)(NCC(Nc1ccc(Cl)cc1)c1ccccc1)c1ccccc1 (stereo not given) | -9.2 | 1.8&-11.2 | -4.3%&-3.5% | -22.5% | 36.2%&1.7%[activator] | -0.1&0.0 | 4.0%&-6.1% | ? | 0.0&1.0
Cc1ccc(NC(=O)Cn2nnc3ccccc3c2=O)cc1C | 1.6 | 5.4 | 1.7% | -13.0% | -0.2% | 0.1 | 12.9%[57.1 µM] | -5.5% | -0.3
CCN(C(=O)c1sc(N)c(C#N)c1C)C1CCCCC1 | -20.7 | 2.6 | -7.3% | -5.0% | -4.4% | -1.7 | -7.3% | 2.1% | -1.3
Cc1noc(C)c1S(=O)(=O)N(CC(=O)NC1CCCC1)c1ccc(C(C)C)cc1 | -9.2 | -1.9 | 4.9% | -26.0% | 2.6% | -0.5 | 29.8% | -2.3% | 0.0
COc1ccc(/C(C)=N\Nc2nc(-c3ccccc3)cc(=O)[nH]2)cc1 | -3.7 | 2.8 | 32.3%[activator] | -10.8% | -4.4% | -1.1 | -15.3% | 8.5% | -1.8
Cc1ccc(-c2nnc3c4ccccc4c(C)nn23)cc1NC(=O)c1ccccc1Cl | . | -2.4 | 16.7% | -22.1% | -6.6% | -0.5 | 25.4% | 14.3% | .
COC1CCN(Cc2cn(Cc3ccccc3)nc2-c2cc3ccccc3o2)CC1 | -16.8 | -3.8 | -7.6% | 0.0% | -2.1% | 0.6 | -13.0% | -5.5% | 1.5
Cc1nonc1NC(=O)N1CCCC1 | . | 0.1 | 7.6% | -6.3% | 0.0% | 0.6 | 14.1% | 4.1% | .
CCCc1nc2ccccc2c(=O)n1/N=C/c1ccc(O)c(O)c1 | 4.0 | 10.4 | -11.2% | -5.0% | 0.8% | -0.3 | -14.5% | 8.9% | 0.8
Cc1cc(C(=O)Nc2cccc3c2O[C@@H](CN(C)S(C)(=O)=O)[C@H](C)CN([C@@H](C)CO)C3=O)n(C)n1 | . | . | 2.1%[57.1 µM] | ? | -7.8% | . | -8.6%[57.1 µM] | -6.2% | .
CC(c1ccccc1)n1c(Br)nc2c1c(=O)[nH]c(=O)n2C (stereo not given) | -19.3 | -7.2 | -9.6% | -17.3% | -3.6% | -0.2 | 8.6%[57.1 µM] | 6.5% | 0.8
CCOC(=O)Cn1c(=O)cc(C)c2c(C)nn(-c3cccc(F)c3)c21 | . | 0.6 | 2.0%[57.1 µM] | -4.7% | -0.9% | -0.6 | 14.9%[57.1 µM] | -13.9% | .
CC(C)(O)[C@H](O)COc1c2ccoc2cc2oc(=O)ccc12 | 16.2 | 0.8 | -5.2% | -4.0% | 2.8% | -0.1 | 12.5% | 3.5% | -0.1
NS(=O)(=O)c1ccc(N=Nc2c(=O)[nH]n3c(=O)c4c([nH]c23)CCCC4)cc1 | -17.7 | 1.1 | ? | ? | ? | -3.5 | ? | -4.9% | -5.3
CCN1C[C@@H]2[C@@H]3C(=O)N(C)C(=O)[C@@H]3[C@](Cc3ccccc3)(C1=O)N2C(=O)c1ccc(F)cc1 | . | . | 3.6% | ? | -5.7% | . | 8.6% | 19.4% | .
CCOC(=O)COc1ccc(S(=O)(=O)N2CCN(c3ccccc3F)CC2)cc1 | 7.1 | -2.5 | 6.2% | -18.4% | 3.9% | 0.1 | 18.0% | 5.4% | -0.6
COc1ccccc1Nc1ccc2nonc2c1[N+](=O)[O-] | 10.8 | -1.5 | 1.9% | 1.0% | 0.5% | -0.1 | -6.0% | 5.7% | -0.4
O=C(c1ccc(Br)o1)N1CC=C(c2ccccc2)CC1 | . | . | -12.7% | -18.5% | -7.0% | . | ? | 6.5% | .
COc1ccc(-n2nc(C(=O)NCC(=O)N3CCN(Cc4ccccc4)CC3)c3ccccc3c2=O)cc1OC | -4.5 | -0.8 | -0.7% | -23.2% | 0.6% | -0.7 | -1.6% | 0.0% | 0.4
COc1ccc([C@]2(C(C)C)ON(c3ccccc3C(F)(F)F)C2=O)cc1 | 8.6 | -1.8 | -2.2%[57.1 µM] | -16.8% | 1.5% | 0.2 | 26.1% | 5.6% | -0.2
CCOC(=O)c1ccc(NC(=S)NNC(C)(C)C)cc1 | -3.9 | 10.2 | -1.6% | -15.8% | 1.3% | 0.0 | -18.9% | 3.6% | 0.3
Cc1cccc(N(CC(=O)Nc2ccc(-c3nc4ccc(C)cc4s3)cc2)S(C)(=O)=O)c1 | -15.9 | 16.2 | 38.1%[activator] | -2.6% | 10.6% | -0.2 | 0.3% | 1.5% | -0.1
COc1cccc(OC)c1-c1nn2c(-c3ccccc3Cl)nnc2s1 | -8.4 | -4.9 | 7.7% | -17.3% | ? | -0.5 | 15.4% | 1.6% | 1.1
COc1ccc(NC(=O)C2C3C=CC(C3)C2C(=O)NCc2ccco2)c(OC)c1 (stereo not given) | 10.6 | -3.4 | -2.5%[57.1 µM] | -7.5% | -8.8% | -0.9 | -9.7% | 0.8% | -0.3
CCc1ccc(OCC(O)CN2CCN(c3ccc(OC)cc3)CC2)cc1 (stereo not given) | 3.8 | 6.0 | 5.2% | -16.9% | -14.8% | -0.5 | 33.1% | 7.3% | -0.7
C=CCN(C(=O)c1csnn1)C(C(=O)NCc1ccccc1)c1ccccc1F (stereo not given) | 2.0 | 0.2 | 7.6% | -21.6% | 2.4% | 0.1 | 27.3% | -2.6% | 0.2
CCC(=O)NC(=S)Nc1cccc(-c2nc3ncccc3o2)c1 | -6.2 | -1.9 | -8.3% | -20.1% | 1.6% | -0.2 | ? | 2.0% | -0.3
Cc1noc(N)c1C(=O)Nc1ccc(C(C)(C)C)cc1 | 7.5 | 14.5 | -1.9% | -6.7% | ? | 0.2 | 8.3% | -1.8% | 2.7
CC(NC(=O)C1CCC(CNC(=O)[C@@H]2Cc3ccccc3CN2)CC1)c1ccccc1 (stereo not given in full) | 15.8 | -5.3 | -12.1%[57.1 µM] | -18.2% | -4.9% | -1.0 | 25.2%[57.1 µM] | 5.7% | -1.0
CC(=O)c1c(C)[nH]c(C(=O)COc2ccc(C#N)cc2)c1C | 2.2 | -2.0 | -3.9% | -23.6% | ? | 1.9 | -2.9% | 0.1% | 1.0
COc1cccc(NC(=O)CN(C)C(=O)c2cc(C)oc2C)c1 | -14.3 | -3.2 | 8.1% | -20.5% | 1.0% | -0.4 | 8.5% | 4.8% | 0.4
CN(C)c1ccc(C=c2c3ccccc3n3c2c2c([n+]3C)CCCC2)cc1 | . | . | -14.6% | -13.9% | ? | . | ? | 5.9% | .
Cc1ccc(C(NC(=O)Nc2ccccn2)C(Cl)(Cl)Cl)cc1F (stereo not given) | -7.7 | -7.1 | -1.9%[57.1 µM] | -10.7% | 5.2% | 1.6 | -4.6%[57.1 µM] | -5.8% | 0.1
CCOC(=O)N1CCN(C(=O)COC(=O)c2cccc(C)c2[N+](=O)[O-])CC1 | 11.9 | 2.0 | -0.6% | -4.0% | 0.9% | 0.6 | 11.1% | -3.6% | -0.3
Cc1cccc(NC(=O)c2cccc(N3C(=O)C4C5C=CC(C6CC56)C4C3=O)c2)c1 (stereo not given) | -0.2 | 0.2 | 8.3% | -20.3% | 2.6% | -0.1 | 10.0%[57.1 µM] | -1.6% | 0.6
CCOc1ccccc1NC(=O)c1nnn(CC(=O)Nc2ccccc2CC)c1N | . | 9.7 | 8.7% | ? | 1.1% | 0.7 | 10.2% | -12.2% | -0.1
CCN(CC(=O)NCc1ccccc1Cl)CC(=O)Nc1c(F)cccc1F | -19.4 | -6.6 | -2.3% | -9.1% | 0.2% | -1.8 | 12.3% | -1.6% | -0.6
COc1cccc(CNC(=O)c2nn(-c3ccc(C)cc3)c(=O)c3c2c2ccccc2n3C)c1 | . | 11.4 | 22.6% | -9.7% | 1.6% | -0.7 | 14.9% | -2.8% | 0.5
O=C(/C=C/c1ccc(Cl)cc1Cl)NCCSc1ccccc1 | . | 1.9 | -5.9% | -19.9% | 0.5% | -0.5 | -7.9% | 6.5% | .

Assay outcomes (PubChem BioAssay)
